NOD1 NF-kB reporter – inhibition of NOD1-driven NF-kB reporter – cell-based, luminescence, uHTS, primary screen (AID 1578). NOD1-driven NF-kB luciferase reporter cells, luminescence; higher % means a stronger effect. one-dose inhibition, % at 4 µM; EC50 in µM for titrated hits. 290,000 compounds, 1% hits; in the data active = inhibition mostly above about 36%, no sharp cut-off; inactive = mostly below about 34%;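 also: HEK-293T reporter cells stimulated with the NOD1 agonist gamma-tri-DAP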
M17LAP inhibition – P. falciparum M17LAP inhibitors, primary screen, biochemical, fluorogenic H-Leu-NHMec substrate, 1536-well (AID 1619) | inhibition, % at 30 µM; hits with a dose series show IC50 in µM | 220,000 compounds, 0.38% hits | recombinant M17LAP, H-Leu-NHMec fluorogenic kinetic assay; higher % means a stronger effect;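 active = compound inhibiting the enzyme by more than half at any dose during confirmatory dose-response retesting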;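 also: plate controls were full reaction with DMSO carrier for no effect and no enzyme background for full effect; strong numbers were not always called active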
Dynein cargo inh – dynein cargo transport inhibition; z-score, hits read low; 220,000 compounds, 0.47% hits; 3617.4 mouse cells, GR-EGFP nuclear translocation imaging; test concentration mostly 20 µM; stimulated with dexamethasone, 1 µM; stronger effect = lower value; AID 1381;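 active = plate z-score of nuclear minus cytoplasmic receptor signal below a set negative limit, without overly bright fluorescence or cell loss, cut at about -3.5 in these data, passing the limit was not always enough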;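 also: z-score of nuclear minus cytoplasmic ring GR-EGFP intensity difference per well; some compounds called inactive have numbers as strong as hits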
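Buffer or medium – tet-free medium with charcoal-stripped serum · Signal – automated 10x imaging of fixed Hoechst-stained cells · Also added – dexamethasone agonist, 1.0 µM final, for 30 min · Incubation – induction 48 h, compound 1 h, agonist 30 min · Read-out – GR-EGFP nuclear translocation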
Yfh1-off respiration – mitochondrial function rescue without frataxin homolog – Friedreich's ataxia, plus single-dose screen, dose response (AID 1465); S. cerevisiae Yfh1-off respiration, WST-1 reduction, 72 h; higher fold induction means a stronger effect; fold induction at 50 µM, or EC50 in µM where a hit was titrated; 220,000 compounds, 0.074% hits;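 active = fold induction of absorbance versus untreated yeast above a set limit, then at least 30% activation at any dose in follow-up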;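 also: activators that raise dye reduction in frataxin-depleted yeast; strong numbers were not always called active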
MT stabilizer – stabilizes microtubules in HeLa cells; % tubulin-high responders, % at 10 µM; 200,000 compounds, 0.83% hits; HeLa tubulin immunostaining HCS, 24 h; share of cells brighter than vehicle mean+2SD;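 active = plate Z-score above 3 for both tubulin-high and condensed-nucleus cell shares, with cell loss under 80%, at 10 µM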;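 also: anti alpha tubulin signal scored within the nucleus-defined area of each cell; some results filed as inactive read as strong as hits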
HEK293 NOD2/NF-kB – inhibition of NOD2-driven NF-kB reporter – cell-based, luminescence, uHTS, HEK293 (AID 1566). HEK293 NOD2/NF-kB luciferase reporter, luminescence; higher % means a stronger effect. inhibition, % at 4 µM, or EC50 in µM where a hit was titrated. 290,000 compounds, 0.63% hits; in the data active = inhibition above about 50%; also: many of its hits are not listed in these tables
Autophagy mod – autophagy modulation, high-content screen | MEF GFP-LC3 puncta imaging; test concentration mostly 10 µM | calls only at 10 µM (by protocol) | 190,000 compounds, 0.98% hits;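 active = percentage of spot-positive cells more than 3 SD above its plate mean, without a fluorescence outlier flag or 80% toxicity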;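 also: spot-positive cell cutoff set from DMSO-treated cells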
Ins promoter up – MIN6 insulin promoter up-regulation | MIN6 insulin promoter-GFP reporter, high-content imaging; stronger effect = higher value | z-score at 5 µM | 190,000 compounds, 0.3% hits | AID 1625;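 active = z-score above 3 at 5 µM with at least 500 cells counted in the well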
bCat nuc transl – beta-catenin nuclear translocation modulation; nuclear translocation activity, % at 5 µM; HeLa beta-catenin nuclear translocation, immunofluorescence imaging; AID 1665; 190,000 compounds, 0.3% hits;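 active = nuclear translocation activity above 50% at 5 µM, with a well cell count of 50 or more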;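 also: per-cell ratio of nuclear to cytoplasmic median beta-catenin stain intensity; plate controls were DMSO negative control for no effect and GSK-3 inhibitor IX positive control for full effect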
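test system = HeLa cells, endogenous beta-catenin | dosing = single 5 µM dose plus 0.02–20 µM confirmation series | times = compound treatment 24 h, 37°C, 5% CO2 | technique = beta-catenin immunofluorescence imaging with DAPI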
Dynein cargo inh cytoplasmic EGFP – also measured in Dynein cargo inh; calls as there; z-score; measured here: cytoplasmic GR-EGFP intensity; stronger effect = higher value
Dynein cargo inh nuclear GR-EGFP – also measured in Dynein cargo inh; calls as there; z-score; measured here: nuclear GR-EGFP intensity;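 lower value marks the stronger effect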
Dynein cargo inh cell count – recorded beside Dynein cargo inh, whose call it bears; z-score; measured here: cell count per field
Ins promoter up cell count – recorded beside Ins promoter up, whose call it bears; cell count; measured here: cytotoxicity, nuclei count;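 total cells summed across four imaged fields per well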
bCat nuc transl cell count 5 µM – also measured in bCat nuc transl; calls as there; cell count; measured here: cell count, cytotoxicity flag
MT stabilizer Hoechst-high % – further read-out of MT stabilizer, marked with its call; % Hoechst-high responders; measured here: nuclear condensation Hoechst responders;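 share of cells brighter than vehicle mean plus two SD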
MT stabilizer cytotoxicity % – further read-out of MT stabilizer, marked with its call; toxicity, %; measured here: cytotoxicity by cell density;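 0% = mean cell density of plate MIN control wells and 100% = no cells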
Autophagy mod cell loss 18 h – second read-out of Autophagy mod, no call of its own (marks repeat the call); toxicity, %; measured here: cell loss, nuclei count;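 cell loss after 18 h compound exposure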
An asterisk follows results filed as active; i = inactive; . = no result given. A portion of the library. The share of hits here may be higher or lower than overall.

Every second line gives: bCat nuc transl	MT stabilizer cytotoxicity %	Autophagy mod cell loss 18 h	Dynein cargo inh cell count	Dynein cargo inh nuclear GR-EGFP	MT stabilizer Hoechst-high %	Dynein cargo inh	bCat nuc transl cell count 5 µM	Ins promoter up cell count	Autophagy mod	NOD1 NF-kB reporter	Yfh1-off respiration	M17LAP inhibition	Dynein cargo inh cytoplasmic EGFP	Ins promoter up	HEK293 NOD2/NF-kB	MT stabilizer
CC(=O)Nc1ccc(S(=O)(=O)N2C3CCCC2CC(NC(=O)C2CCCCC2)C3)cc1 (stereo not given)
    -1.9	7.9	-7	-0.03	0.11	2.4	-0.34	723	1079	i	2%	i	-7%	-0.19	0.51	-8%	4.6
O=C(CN1C(=O)S/C(=C/c2cccnc2)C1=O)N1CCOCC1
    -1.7	9.9	14	-1.7	1.1	2.8	2.3	527	1270	i	-15%	i	17%	-0.067	-0.03	6%	0.9
COc1ccc(C2N(C(=O)N3CCOCC3)CCN2S(=O)(=O)c2ccc(C)cc2)cc1 (stereo not given)
    .	7.0	-3	1.6	0.094	1.0	-0.39	.	871	i	-18%	i	-4%	-0.22	-0.66	5%	1.6
CCn1ncc(C2=NOC(C(=O)NCc3ccc(Cl)cc3)C2)c1C (stereo not given)
    278*	34	31	-0.72	1.2	73	1	307*	881	i	-26%	.	4%	-0.17	-1.2	-24%	13
O=S1(=O)CCC(NC(=S)Nc2ccccc2)C1 (stereo not given)
    -0.8	.	.	1.1	-0.27	.	-0.7	1319	1118	.	-3%	i	-7%	-0.21	0.35	13%	.
Cc1ccccc1SCCNC(=O)CCc1ccccc1
    0.8	5.4	14	-1.9	1.1	2.3	0.93	1555	1483	i	-38%	i	-3%	-0.27	-0.09	-18%	7.7
CN1C(=O)/C(=C/c2ccco2)SC1=Nc1ccc(N2CCOCC2)cc1
    -1.9	6.3	8	0.23	0.61	2.0	-0.63	953	2285	i	-32%	i	-5%	0.25	-0.19	-20%	2.2
Cc1cc(C)c(S(=O)(=O)c2ccccc2)c(OC(=O)c2c(Cl)cc(Cl)cc2Cl)n1
    -3.2	5.3	8	-0.57	1	2.2	0.27	940	1505	i	27%	i	7%	-0.15	1.2	4%	2.5
Cc1ccc(C(CC(=O)NCc2ccco2)c2ccccc2)c(O)c1 (stereo not given)
    .	11	1	-0.0076	-0.12	1.7	-0.3	.	.	i	-24%	i	9%	0.099	.	-2%	1.9
CS(=O)(=O)C1=NSC2=NC(=O)/C(=C\c3cccn3-c3ccccc3Cl)C(=N)N21
    -0.4	1.5	28	0.34	-0.022	2.4	-0.14	1067	1141	i	-20%	i	42%	-0.2	0.86	25%	3.3
Cn1c(SCC(=O)NCc2ccco2)nnc1-c1ccccc1
    -1.4	4.2	4	0.32	0.13	3.1	0.23	512	.	i	-24%	i	4%	-0.26	.	-6%	3.1
CCCCCn1c(NCc2ccco2)nc2ccccc21
    4.2	4.9	7	-2	0.17	2.1	-0.074	1162	999	i	11%	i	-1%	0.22	0.18	9%	6.5
CCOc1ccc(NC(=O)COc2ccc(C(=O)NC3CCCc4ccccc43)cc2OC)cc1 (stereo not given)
    0.1	4.7	7	-0.91	0.14	2.5	-0.24	1059	1485	i	-25%	i	-2%	-0.0038	0.21	7%	5.5
CCOc1ccc(CN2CCN(Cc3c(C)nn(CC)c3C)CC2CCO)cc1 (stereo not given)
    0.2	.	.	0.25	-0.066	.	-0.17	1287	1173	.	-10%	i	9%	-0.27	0.21	2%	.
Cc1ccc2c(Cl)c(C(=O)N/N=C/c3cccn3C)sc2c1
    -0.4	32	-5	-0.31	0.4	2.9	0.63	1105	1404	i	30%	i	4%	-0.15	-0.02	-175%	12
COc1cc(C(F)(F)F)c(C(=O)NCc2cccc(Cl)c2)cn1
    0.8	.	.	0.53	-0.14	.	0.18	1053	1415	.	4%	i	0%	-0.28	-0.94	30%	.
Cc1cc(C)n2nc(Sc3ncccc3[N+](=O)[O-])nc2n1
    0.3	.	.	0.87	-0.17	.	-0.15	1300	1352	.	7%	i	-2%	-0.24	-0.41	14%	.
CCOCCCNC(=O)C(NC(=O)c1ccc(NC(C)=O)cc1)c1ccc(C)cc1 (stereo not given)
    -1.6	7.0	-5	0.57	-0.7	2.2	-0.65	967	1227	i	4%	i	-2%	-0.31	0.61	15%	8.4
COc1ccc(CCNC(=O)Cn2c([N+](=O)[O-])cnc2C)cc1OC
    2.2	9.6	-8	0.69	-0.0083	2.0	-0.73	922	1660	i	-22%	i	.	1.4	-0.4	12%	3.9
CCOc1ccc(NC(=O)Nc2cccnc2)cc1
    1.1	6.9	19	-0.05	0.18	2.0	-0.26	1022	1428	i	-52%	i	-7%	0.087	0.55	-38%	5.9
Cc1ccc(S(=O)(=O)NC(=O)c2ccc(-c3ccc(-c4ccccc4)cc3)o2)c(C)c1
    .	3.3	-10	0.065	0.83	2.8	1.2	.	1165	i	26%	i	24%	-0.29	-0.39	-10%	4.3
Cc1onc(-c2c(Cl)cccc2Cl)c1C(=O)N1CCSCC1
    -2.4	.	.	0.52	-0.38	.	-0.34	1091	1377	.	1%	i	0%	-0.27	0.66	-2%	.
N#C/C(=N\Nc1cccc(C(F)(F)F)c1)C(=O)c1ccsc1
    6.0	.	.	0.92	-0.096	.	-0.14	968	.	.	32%	i	7%	-0.28	.	-21%	.
COC(=O)C(=O)Nc1nnc(COc2ccccc2)s1
    -1.4	8.2	7	0.75	-0.79	2.1	-0.29	1417	1571	i	10%	i	13%	-0.29	0.42	12%	2.3
C(=C/c1ccnc2nc(SC/C=C/c3ccccc3)nn12)/c1ccccc1
    -0.4	8.4	-4	0.38	-0.62	1.4	-0.71	1308	1560	i	31%	i	-6%	-0.18	0.07	-38%	1.3
Cc1ccc(C(=O)O)cc1S(=O)(=O)N1CCCC1
    .	9.8	-11	0.34	0.3	2.0	0.27	.	978	i	-1%	i	-4%	-0.045	-1.1	8%	2.4
CC(SCc1ccccc1)C(=O)N/N=C/c1ccc2c(c1)OCO2 (stereo not given)
    -3.1	6.8	-26	1.7	0.32	1.3	-0.3	1061	1810	i	-4%	i	-4%	-0.17	0.16	-1%	3.2
CCCC1(CCC)NC(=O)N(CC(=O)c2cc(C)n(-c3ccc4c(c3)OCO4)c2C)C1=O
    0.4	7.8	27	2.1	-0.32	1.9	-0.63	1080	1489	i	-18%	i	2%	-0.13	0.32	4%	5.0
Cc1ccc2c(c1)nnn2C1CCN(CC(=O)NCc2ccccc2F)CC1
    1.9	13	38	0.5	0.19	2.1	1.2	1535	1555	i	-28%	i	48%	-0.36	-0.04	1%	1.5
CCOC(=O)CC(NC(=O)c1cccc2c1C(=O)N(Cc1cccnc1)C2)c1ccc(OCC)c(OC)c1 (stereo not given)
    -0.5	3.5	23	-1.1	0.36	1.9	0.055	1096	1289	i	-33%	i	-1%	0.61	-0.33	12%	2.0
COc1cc(C(=O)NCC(C)C)c([N+](=O)[O-])cc1OC
    1.9	7.0	23	0.14	-0.18	2.0	0.26	1115	2021	i	-22%	i	4%	-0.21	0.04	-1%	3.4
CCn1c(COc2ccccc2C)nnc1SCC(=O)CC(=O)Nc1ccccc1OC
    -8.0	8.2	5	0.36	-0.12	1.7	-0.47	1174	1251	i	3%	i	5%	-0.2	0.21	1%	1.4
CCNS(=O)(=O)c1ccc(NC(=O)c2ccc(Cn3cc([N+](=O)[O-])cn3)o2)cc1
    -1.0	5.6	-24	0.29	0.038	2.9	-0.027	1094	1068	i	-31%	i	0%	-0.29	-0.09	7%	2.3

Source: PubChem (several laboratories)
